CRE Fsk mod – Cell signaling CRE-BLA (Fsk stim) | CHO CRE-bla reporter (cAMP response element driving beta-lactamase), forskolin EC10, beta-lactamase ratio | AID 662, 2007 | Potency, µM (series often up to 38.2 µM), for the others: top-dose activity change, negative = inhibition, hits mostly activators | 71,000 tested, 2.5% active; active = well fitted activation curve with a large enough effect in the signal ratio, with a control signal flat, not every such curve was filed as active; inconclusive = small, poorly fitted or top-dose-only effect, or effect the other way, or a change in a side signal; the % refers to the signal ratio; also: potency is read from the fitted curve at half-maximal effect; % of control where 0% means no effect
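The 460nm/530nm emission ratio after CCF4 loading defined %Activity, from which AC50 values were obtained. CRE-bla CHO cells received compound dilution series together with an EC10 level of NKH 477 for 3 hours at 37 degrees Celsius.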
Hsp90 Hop PPI – qHTS Assay for Disrupters of an Hsp90 Co-Chaperone Interaction; 71,000 tested, 0.44% active; AlphaScreen TPR2A-His6 binding biotin-Hsp90 C-terminal peptide; Potency, µM (doses to about 57 µM), without a hit: top-dose activity change, negative = inhibition; Hsp90 C-terminal peptide / TPR2A (Hop) interaction, human; active = well fitted curve in either direction with a large enough effect; inconclusive = small, poorly fitted or top-dose-only effect, or another doubt; also: potency is read from the fitted curve at half-maximal effect; % is scaled to controls: 0 for no effect and ±100 for the full control effect; many of its hits are not listed in these tables
Luciferase inh – qHTS Assay for Inhibitors of Firefly Luciferase | Luciferin 4-monooxygenase (Photinus pyralis), P08659 | 72,000 tested, 2.2% active | Potency, µM (top dose mostly 57.1 µM), for the others: at the highest dose activity change, negative = inhibition, hits mostly inhibitors | AID 411, 2009 | purified firefly luciferase, luminescence, 8 min; also: potency is read from the fitted curve at half-maximal effect; % is scaled to controls: 0 for no effect and ±100 for the full control effect; nearly all actives have a fitted effect of over 40% in size
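Compounds were tested as concentration series (qHTS) against purified P. pyralis luciferase with luciferin and 10 uM ATP in 50 mM imidazole pH 7.2, 50 mM KCl, 7 mM MgCl2, 0.01% Tween 20, 0.05% BSA. Luminescence was read after 8 min at ambient temperature.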
Pol III holo inh – qHTS Assay for Inhibitors of DNA Polymerase III Holoenzyme System; AID 603, 2007; Potency, µM (highest dose often 57.1 µM), for inactives: at the top dose activity change, negative = inhibition; reconstituted DNA polymerase III holoenzyme replication, biochemical; 71,000 tested, 0.25% active; also: potency is read from the fitted curve at half-maximal effect; % is scaled to controls: 0 for no effect and ±100 for the full control effect
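Reconstituted *E. coli* holoenzyme (0.35 nM Pol III, 1 nM beta, 154 nM SSB, 2 nM primase) was preincubated with compound for 15 min at RT. Synthesis on 1.4 nM ssM13Gori ran 35 min, then was stopped with PicoGreen/EDTA and read as dsDNA fluorescence.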
HBB splicing – qHTS Assay for Modulators of Hemoglobin Beta Chain Splicing; HBB splicing reporter cell assay, activation; EGFP reporter with mutant IVS2-654 intron; response scale: normalised to 500 nM splice-correcting PNA; Potency, µM (highest dose often 46.1 µM), without a hit: at the highest dose activation, hits mostly activators; 65,000 tested, 0.06% active; AID 925, 2007; also: potency is read from the fitted curve at half-maximal effect; 0% is about no effect
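Compounds were applied for 2 days to HeLa EGFP-654 cells, 500/well in Optimem with 2% FCS. The reporter's EGFP is disrupted by mis-splicing of beta-globin intron IVS2-654. Readout: summed well GFP fluorescence from 488 nm laser scanning; reference was 500 nM antisense […] 654 PNA.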
ALOX15 inhib – qHTS Assay for Inhibitors of 15-hLO (15-human lipoxygenase). Polyunsaturated fatty acid lipoxygenase ALOX15 (Homo sapiens), P16050. purified 15hLO-1, xylenol orange hydroperoxide absorbance. Potency, µM (series often up to 57.1 µM), for the others: top-dose activity change, negative = inhibition, actives largely listed as inhibitors. 74,000 tested, 1.4% active; also: potency is read from the fitted curve at half-maximal effect; % is scaled to controls: 0 for no effect and ±100 for the full control effect; nearly all actives have a fitted effect of over 55% in size
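40 nM 15hLO-1 + cpd, 15 min RT; start w/ 50 uM AA (final), 6 min RT; stop/detect w/ 200 uM XO + 300 uM Fe(II) in 50 mM H2SO4, 30 min; A573/A405. Buffer 25 mM Hepes pH 7.5, 0.01% Triton X-100. No-enzyme wells as negative control.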
UbGFP stabilizer – Ubiquitin-GFP Assay; Ubiquitin-GFP reporter cells, proteasome inhibition, GFP fluorescence; response scale: untreated = 0%, 10 µM MG-132 = 100%; 67,000 tested, under 10 active; Potency, µM (series often up to 45.9 µM), for inactives: top-dose activation (GFP accumulation), usual class: activators; active = well fitted activation curve with a large enough effect, not every such curve was filed as active; inconclusive = small, poorly fitted or top-dose-only effect, or another doubt; inactive = no such curve, though single readings can be large or run the other way; also: potency is read from the fitted curve at half-maximal effect
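U2OS cells stably expressing ubiquitin(G76V)-GFP, seeded overnight in 0.5% FBS medium, were exposed to compounds (qHTS, 46 uM to 2.9 nM) for 4 hr at 37 °C. GFP-positive cells were counted by laser cytometry (488 ex/515 em), normalized between basal and 10 uM MG-132.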
HADH2 inh – qHTS Assay for Inhibitors of HADH2 (Hydroxyacyl-Coenzyme A Dehydrogenase, Type II); 73,000 tested, 3.4% active; 3-hydroxyacyl-CoA dehydrogenase type-2 (Homo sapiens), Q99714; AID 886, 2007; Potency, µM (top dose mostly 57.1 µM), inactives show at the top dose activity change, negative = inhibition, usual class: inhibitors; recombinant HADH2, NADH fluorescence, beta-hydroxybutyryl-CoA; also: potency is read from the fitted curve at half-maximal effect; % is scaled to controls: 0 for no effect and ±100 for the full control effect; nearly all actives have a fitted effect of over 60% in size; many of its hits are not listed in these tables
Target sequence (Q99714 whole entry, looked up, one chain of several): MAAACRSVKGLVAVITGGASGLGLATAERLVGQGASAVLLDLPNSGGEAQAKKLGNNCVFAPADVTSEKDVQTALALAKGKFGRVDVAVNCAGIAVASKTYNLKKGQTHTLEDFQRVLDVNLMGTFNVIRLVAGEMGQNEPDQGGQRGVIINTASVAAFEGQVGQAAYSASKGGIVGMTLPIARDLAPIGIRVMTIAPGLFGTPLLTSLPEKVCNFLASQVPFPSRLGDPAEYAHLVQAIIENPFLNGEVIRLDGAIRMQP
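Activity measured as NADH fluorescence gain (360/450 nm), taken as the change between first and last reads of a 4-min kinetic run. Conditions: pH 9.0 Tris buffer, 20 nM E. coli-expressed His-tagged enzyme, 1 mM NAD+, 90 uM beta-hydroxybutyryl-CoA; 15-min compound preincubation.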
ERK AVP inh – qHTS Assay for Inhibitors of the ERK Signaling Pathway using a Homogeneous Screening Assay; Potency, µM (highest dose often 57.5 µM), for the others: top-dose activity, negative = inhibition, most hits filed as inhibitors; HEK293-V1b, vasopressin-stimulated pERK AlphaScreen; AID 995, 2007; 72,000 tested, 0.99% active; also: potency is read from the fitted curve at half-maximal effect; % is scaled to controls: 0 for no effect and ±100 for the full control effect; nearly all actives have a fitted effect of over 55% in size
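Overnight-seeded V1b-HEK293 cells in 1% FBS got compound, then vasopressin (25 nM final, 5 min, 37C), then lysis buffer. AlphaScreen detection of phospho-ERK; activity normalized to basal and full-stimulation controls.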
Tau filament bind – qHTS Assay for Tau Filament Binding; Microtubule-associated protein tau (Homo sapiens), P10636; recombinant tau filaments, thioflavin S fluorescence, 15 h; filaments grown with octadecylsulfate alongside compound; Potency, µM (series often up to 57.1 µM), without a hit: top-dose activity change, negative = inhibition; 71,000 tested, 2% active; AID 596, 2007;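 also: potency is read from the fitted curve at half-maximal effect; % is scaled to controls: 0 for no effect and ±100 for the full control effect; actives lower thioflavin S fluorescence by blocking filaments or displacing dye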
Target sequence (P10636 whole entry, looked up): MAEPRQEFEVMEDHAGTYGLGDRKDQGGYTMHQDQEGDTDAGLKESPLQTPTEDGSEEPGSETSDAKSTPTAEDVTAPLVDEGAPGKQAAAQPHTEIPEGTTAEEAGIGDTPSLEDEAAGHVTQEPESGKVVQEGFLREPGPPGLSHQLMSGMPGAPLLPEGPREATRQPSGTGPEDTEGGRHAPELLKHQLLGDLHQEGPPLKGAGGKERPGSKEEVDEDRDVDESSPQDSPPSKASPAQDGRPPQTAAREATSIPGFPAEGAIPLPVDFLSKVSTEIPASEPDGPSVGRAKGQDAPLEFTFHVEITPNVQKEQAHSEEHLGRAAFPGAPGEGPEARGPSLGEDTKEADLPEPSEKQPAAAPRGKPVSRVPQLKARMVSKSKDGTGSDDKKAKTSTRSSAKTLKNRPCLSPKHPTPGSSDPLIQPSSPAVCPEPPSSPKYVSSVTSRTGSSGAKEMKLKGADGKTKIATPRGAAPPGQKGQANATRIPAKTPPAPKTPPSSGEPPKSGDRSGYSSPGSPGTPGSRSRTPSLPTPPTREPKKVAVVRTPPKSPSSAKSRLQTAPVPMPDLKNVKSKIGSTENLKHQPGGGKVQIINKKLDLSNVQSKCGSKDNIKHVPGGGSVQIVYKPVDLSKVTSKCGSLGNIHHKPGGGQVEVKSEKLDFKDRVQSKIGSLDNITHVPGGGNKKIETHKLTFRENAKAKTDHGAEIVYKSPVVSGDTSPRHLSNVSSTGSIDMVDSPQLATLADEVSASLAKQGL
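Tau 2 uM in ThS buffer dispensed; compound added; 60 uM ODS added (finals 1 uM tau, 30 uM ODS); 15 h 37 C; fluor ex450/em510.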
Epigenetic mod – qHTS Assay for Epigenetic Modulators. Potency, µM (highest dose often 46.1 µM), without a hit: at the top dose GFP derepression (activation). mouse C127i GFP locus derepression, cytometry, 30 h. 68,000 tested, 0.09% active; also: % of control where 0% means no effect
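Murine C127i mammary cells carrying a silenced, stably integrated CMV-driven GFP reporter were treated with compound for 30 hours at 37 C. After PBS washes, GFP-positive cells were counted by laser-scanning microplate cytometry.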
* hit, by the source's call; ? = inconclusive; . = not tested or not shown; [ ] = remark or other dose. Unless noted, calls follow the shape of the dose curve; as a rule, active = well fitted curve in the direction sought with a large enough effect; inconclusive = small, poorly fitted or top-dose-only effect, or another doubt; inactive = no such curve, though single readings can be large; an effect the other way counts as inactive or inconclusive. Some of the compounds tested. The share of hits here may be higher or lower than overall.

nr	smiles	CRE Fsk mod	Hsp90 Hop PPI	Luciferase inh	Pol III holo inh	HBB splicing	ALOX15 inhib	UbGFP stabilizer	HADH2 inh	ERK AVP inh	Tau filament bind	Epigenetic mod
1	O=C(c1cnc(N2CCN(c3ncccn3)CC2)c2ccccc12)N1CCN(c2ccccn2)CC1	?	-6%	0%	3%	2.5%	-6%	-4%	-19%	2%	25%	-3%
2	c1ccc(C2COC(c3cccs3)=N2)cc1 (centres undefined)	-14%	-1%	1%	-9%	0.8%	3%	7%	0%	-19%	-3%	4%
3	O=c1[nH]c(SCc2cccc([N+](=O)[O-])c2)nc2nc[nH]c12	0%[7.6 µM]	-2%[11 µM]	3%[11.4 µM]	-6%[11.4 µM]	5.9%[9.22 µM]	-11%[11.4 µM]	2%[9.17 µM]	5%[11.4 µM]	-1%[11.5 µM]	10%[11.4 µM]	7%[9.22 µM]
4	COc1ccc(OC)c(-c2cc(C(=O)Nc3c(C)n(C)n(-c4ccccc4)c3=O)no2)c1	?	-3%	-3%	1%	-1.7%	2%	-10%	-12%	24%	7%	-1%
5	CCOC(=O)c1[nH]nc(-c2c(O)cc(C)cc2O)c1-c1csc(C)n1	-4%	-2%	0%	-8%	-0.1%[57.5 µM]	-4%	0%	3%	2%	1%	8%
6	Cc1nn2c(nc1=O)SCC(c1ccccc1)=N2	-16%	-5%	-10%	-3%	-1.5%	2%	0%	-26%	-14%	-5%	0%
7	Cn1c(C(=O)O)c(CC(=O)Nc2ccc3c(c2)OCCO3)c2ccccc21	-3%	-4%	-27%	0%	-0.9%	-3%	-2%	-1%	-2%	0%	0%
8	CCc1cc(=O)oc2cc(C)cc(OC(=O)c3ccco3)c12	12%	2%	2%	-6%	-1.2%	-5%	2%	-10%	?	13%	0%
9	Cc1ccc(Cl)cc1NC(=O)CC(O)(C(F)(F)F)C(F)(F)F	5%	0%	3%	-4%	-0.6%	-6%	-3%	2%	-2%	-8%	-5%
10	COc1ccc(CNC(=O)C2CCCN2C(=O)NC2CCCCC2)cc1 (centres undefined)	-1%	-1%	0%	-5%	.	-3%	-6%	16%	5%	-5%	-2%
11	Cc1cccc2cc(CN(CC3CCCO3)C(=O)c3ccco3)c(=O)[nH]c12 (centres undefined)	16%	-1%	2%	-5%	.	-35%	-2%	-15%	-9%	-6%	0%
12	COC(=O)COc1ccc(S(=O)(=O)NCCC2=CCCCC2)cc1C	6%	1%	3%	-5%	4.9%	6.3µM*	-1%	-12%	15%	-2%	3%
13	COC(=O)CCC(=O)Nc1ccc(Cl)c(Cl)c1	6%	0%	-2%	-2%	.	-2%	-2%	-9%	-3%	-2%	-1%
14	COc1ccc(N=C(C)C2=C(O)COC2=O)cc1	-2%	-3%	-2%	-7%	-0.7%	6%	9%	-2%	3%	-2%	2%
15	Clc1ccccc1C(Nc1ncccn1)Nc1ncccn1	-3%[7.6 µM]	-5%[11 µM]	2%[11.4 µM]	2%[11.4 µM]	2.0%[9.22 µM]	0%[11.4 µM]	-2%[9.17 µM]	3%[11.4 µM]	14%[11.5 µM]	-1%[11.4 µM]	-1%[9.22 µM]
16	CCOC(=O)NC1(NC2CCCCC2)Oc2ccccc2O1	?	2%	4%	-10%	-3.8%	25µM*	-1%	?	-7%	0%	0%
17	CC/C(=C1/C(=O)CC(C)(C)C(C(=O)OC)C1=O)N1CCCC1 (centres undefined)	-9%	1%	0%	0%	1.2%[0.369 µM]	1%	.	4%	-5%	-14%	6%
18	Cc1ccc(C(=O)Nc2ccc3c(c2)OCO3)cc1S(=O)(=O)N1CCCCC1	?	-12%	-17%	3%	1.3%	-10%	4%	-5%	-28%	-2%	-3%
19	COc1ccc(C2CC(=O)C(C=NCCCN3CCOCC3)=C(O)C2)cc1 (centres undefined)	5%	-5%	4%	-8%	2.7%	6%	0%	-2%	2%	18%	9%
20	CC1CN(S(=O)(=O)c2cccc(-c3cn4ccccc4n3)c2)CC(C)O1 (centres undefined)	?	-3%	0%	-5%	-3.6%[57.5 µM]	-6%	2%	59%[activator]	-29%	-20%	3%
21	COC(=O)[C@@]1(Cc2ccccc2)[C@H]2c3cc(C(=O)N4CCCC4)n(Cc4c(CO)[nH]cc(C)c4=O)c3C[C@H]2CN1C(=O)c1ccccc1	-17%	-2%	.	-15%	-1.2%	.	.	-11%	4%	11%	.
22	Cc1cc(C(C)(C)C)cc(S(=O)(=O)NCCO)c1C	11%	-1%	1%	-4%	0.1%	1%	-2%	11%	-16%	6%	-3%
23	CCN(CC)S(=O)(=O)c1ccc(/C(O)=C(\C#N)c2nc3ccccc3n2C)cc1	12%	3%	-1%	-6%	6.7%[57.5 µM]	19%	-2%	18%	-15%	100%	0%
24	COc1cccc(N2C(=O)CC(c3c[nH]c4ccccc34)C2=O)c1 (centres undefined)	-2%	-5%	-1%	-2%	2.6%	-9%	8%	4%	-21%	-23%	2%
25	COc1ccc(NC(=O)CSc2nnc(Cc3cccn3C)n2-c2ccc(OC)cc2)cc1	?	-6%[2.3 µM]	0%	-2%	-1.6%	-15%	-3%	-7%	-28%	-6%	.

Screen by screen, from the results shown:
Nos. 7–13 in Luciferase inh: -27%, 2%, 3%, 0%, 2%, 3%, -2%

Taken from above:
Value for compound 2 in ALOX15 inhib: 3%
Value for compound 9 in Tau filament bind: -8%

Ordered by formula weight (highest first): some entries from above
nr	smiles	CRE Fsk mod	Hsp90 Hop PPI	Luciferase inh	Pol III holo inh	HBB splicing	ALOX15 inhib	UbGFP stabilizer	HADH2 inh	ERK AVP inh	Tau filament bind	Epigenetic mod
11	Cc1cccc2cc(CN(CC3CCCO3)C(=O)c3ccco3)c(=O)[nH]c12 (centres undefined)	16%	-1%	2%	-5%	.	-35%	-2%	-15%	-9%	-6%	0%
9	Cc1ccc(Cl)cc1NC(=O)CC(O)(C(F)(F)F)C(F)(F)F	5%	0%	3%	-4%	-0.6%	-6%	-3%	2%	-2%	-8%	-5%
14	COc1ccc(N=C(C)C2=C(O)COC2=O)cc1	-2%	-3%	-2%	-7%	-0.7%	6%	9%	-2%	3%	-2%	2%

Next section.
nr	smiles	CRE Fsk mod	Hsp90 Hop PPI	Luciferase inh	Pol III holo inh	HBB splicing	ALOX15 inhib	UbGFP stabilizer	HADH2 inh	ERK AVP inh	Tau filament bind	Epigenetic mod
26	OCCn1c(SCCOc2ccccc2F)nc2ccccc21	?	-2%[11 µM]	-1%	-10%[11.4 µM]	-1.4%[0.0738 µM]	0%[11.4 µM]	27%[9.17 µM]	-12%[11.4 µM]	-1%	5%[11.4 µM]	-2%
27	CC1CCN(S(=O)(=O)c2ccc(Cl)cc2)CC1	0%	7%	2%	0%	-1.8%	0%	4%	5%	12%	10%	2%
28	CCCC(=O)N(c1ccc(OCC)cc1)C1C=CS(=O)(=O)C1 (centres undefined)	-7%	2%	-1%	-5%	-1.7%	0%	-11%	7%	3%	-1%	3%
29	COCCNC(=O)C1CCN(S(=O)(=O)N2CCC3(CC2)OCCO3)CC1	1%	-10%	5%	-4%	8.4%	2%	20%	9%	9%	1%	0%
30	CCc1ccccc1-n1c(SCC(=O)Nc2ccc3c(c2)OCCO3)nc2[nH]ncc2c1=O	?	-8%	-17%	-1%	0.3%[1.84 µM]	-5%	11%	15%	-3%	6%	-5%
31	O=C(c1ccccc1)N(Cc1ccc(F)cc1)C1CCS(=O)(=O)C1 (centres undefined)	-6%	-2%	2%	-1%	-0.6%[0.369 µM]	2%	.	15%	-15%	-1%	6%

Screens (PubChem)
